High-throughput results deposited in PubChem BioAssay by National Center for Advancing Translational Sciences (NCATS).
JMJD2E inh – inhibitors of human JMJD2E histone demethylase; B2RXH2; JMJD2E catalytic domain, FDH-coupled NADH fluorescence (FDH is formaldehyde dehydrogenase); Potency, µM (doses to about 57.1 µM), inactives show at the highest dose activity change, negative = inhibition, hits mostly inhibitors; 230,000 compounds, 1.6% hits; active = well fitted inhibition curve with a large enough effect, not every such curve was filed as active; inconclusive = small, poorly fitted or top-dose-only effect, or another doubt; inactive = no such curve, though single readings can be large or run the other way;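 also: 0% = wells with enzyme and -100% = buffer wells without enzyme; nearly all actives have a fitted effect of over 50% in size; many of its hits are not listed in these tables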
Target sequence (B2RXH2 1-337 limits assumed): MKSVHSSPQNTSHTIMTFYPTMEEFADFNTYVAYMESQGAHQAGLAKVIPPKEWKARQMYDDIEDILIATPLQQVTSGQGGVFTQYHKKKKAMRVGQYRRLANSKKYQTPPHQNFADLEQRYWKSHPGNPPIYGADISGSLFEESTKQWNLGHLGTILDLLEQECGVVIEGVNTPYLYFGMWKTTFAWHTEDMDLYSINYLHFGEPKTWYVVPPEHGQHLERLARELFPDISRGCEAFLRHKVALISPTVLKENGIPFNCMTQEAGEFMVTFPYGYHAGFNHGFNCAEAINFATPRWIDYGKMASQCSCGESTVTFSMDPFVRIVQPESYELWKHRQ
NPSR antag – neuropeptide S receptor (human) antagonism, cAMP; Q6W5P4; CHO-NPSR cells, cAMP TR-FRET, antagonist mode; Potency, µM (titrated, usually from 38.3 µM), for the others: at the highest dose activity change, negative = inhibition, most hits filed as inhibitors; 220,000 compounds, 1% hits; AID 1461; also: % is scaled to controls: 0 for no effect and ±100 for the full control effect; nearly all actives have a fitted effect of over 50% in size; many of its hits are not listed in these tables
Target sequence (Q6W5P4 whole entry, looked up): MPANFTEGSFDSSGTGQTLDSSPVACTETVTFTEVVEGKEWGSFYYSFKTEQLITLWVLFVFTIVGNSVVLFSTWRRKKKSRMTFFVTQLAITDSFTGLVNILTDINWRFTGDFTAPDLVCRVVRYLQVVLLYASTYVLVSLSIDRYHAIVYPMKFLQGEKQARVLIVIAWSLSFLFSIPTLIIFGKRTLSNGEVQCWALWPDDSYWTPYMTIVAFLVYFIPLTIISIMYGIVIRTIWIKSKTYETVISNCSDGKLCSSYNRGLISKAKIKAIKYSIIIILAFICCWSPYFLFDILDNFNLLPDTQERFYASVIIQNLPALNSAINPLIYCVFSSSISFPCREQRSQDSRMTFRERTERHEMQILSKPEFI
IMPase Li cell – membrane-permeable IMPase blocker, potentiated with lithium; CHO-M1 cells, IP1 TR-FRET (IP-One), carbachol + lithium; Potency, µM (doses to about 59.4 µM), inactives show at the highest dose activity, negative = IMPase inhibition, hits mostly inhibitors; 210,000 compounds, 0.35% hits; AID 1457;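 also: IP1 builds up when IMPase is blocked and the TR-FRET signal falls; plate controls were basal vehicle for no effect and high inhibitor control for full effect; nearly all actives have a fitted effect of over 50% in size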
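Lithium-sensitised IP1 accumulation assay; M1-expressing CHO cells treated 30 min at 37C with compound. Competitive antibody detection by time-resolved FRET followed a 10 min room-temperature lysis step.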
Luc counter – counter-screen: inhibitors of Kinase-Glo firefly luciferase; 200,000 compounds, 0.28% hits; AID 1379; Potency, µM (highest dose often 38.3 µM), for the others: at the highest dose activity change, negative = inhibition, hits mostly inhibitors; Q27757; Kinase-Glo luciferase, ATP luminescence, 8 min; also: % is scaled to controls: 0 for no effect and ±100 for the full control effect; nearly all actives have a fitted effect of over 60% in size
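Kinase-Glo luciferase light output from ATP and luciferin was measured with 10 uM ATP, within the enzyme's linear range. Buffer: 50 mM imidazole pH 7.2, 50 mM KCl, 7 mM MgCl2, 0.01% Tween 20, 0.05% BSA; luminescence read after 8 min at ambient temperature.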
GoLoco inh red – blocks human Gai1 binding to RGS12 GoLoco peptide, red readout; P63096; Potency, µM (top dose mostly 61.6 µM), for the others: top-dose activity, negative = inhibition, hits mostly inhibitors; 230,000 compounds, 0.44% hits; Gai1:RGS12 GoLoco peptide FP, rhodamine, 10 min; active = well fitted inhibition curve with a large enough effect, not every such curve was filed as active; inactive = no such curve, though single readings can be large or run the other way; also: % is scaled to controls: 0 for no effect and ±100 for the full control effect; nearly all actives have a fitted effect of over 30% in size; many of its hits are not listed in these tables
Target sequence (P63096 whole entry, looked up): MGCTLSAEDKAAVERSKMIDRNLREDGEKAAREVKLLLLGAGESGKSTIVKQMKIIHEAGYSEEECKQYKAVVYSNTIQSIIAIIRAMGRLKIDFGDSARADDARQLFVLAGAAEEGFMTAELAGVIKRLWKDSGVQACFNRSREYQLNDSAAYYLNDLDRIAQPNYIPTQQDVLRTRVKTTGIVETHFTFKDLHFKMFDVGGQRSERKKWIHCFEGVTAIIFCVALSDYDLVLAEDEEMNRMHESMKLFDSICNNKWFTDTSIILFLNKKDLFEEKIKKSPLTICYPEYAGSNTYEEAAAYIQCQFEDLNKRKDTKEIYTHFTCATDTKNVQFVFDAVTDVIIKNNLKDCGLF
RECQ1 inh – RECQ1 (human) helicase inhibition; P46063; RECQ1 DNA unwinding, red fluorescence kinetic read; Potency, µM (highest dose often 57.3 µM), for inactives: at the top dose activity, negative = inhibition, hits mostly inhibitors; 240,000 compounds, 0.54% hits;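 also: plate controls were vehicle for no effect and no enzyme for full effect; nearly all actives have a fitted effect of over 30% in size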
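50 nM RECQ1T1 preincubated 15 min with compound in Tris pH 8.0 buffer with MgCl2, DTT, Tween-20 and 2.5 ug/ml poly(dI-dC); started with 200 nM TAMRA/BHQ-2 forked duplex and 2 mM ATP. Unwinding read as fluorescence (525/598 nm), two reads 2 h apart.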
SMN2 splice up – SMN2 splice variant enhancement. 210,000 compounds, 2.8% hits. Potency, µM (titrated, usually from 46.1 µM), without a hit: at the highest dose activity change, positive = activation, actives largely listed as activators. HEK293 SMN2-luciferase splicing reporter, luminescence, 30-36 h. AID 1458; also: % of control where 0% means no effect; nearly all actives have a fitted effect of over 55% in size
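HEK293 cells carry an SMN2 […]–luciferase reporter in which exon 7 inclusion puts luciferase in frame. Cells were plated 10-12 h before compound addition, then incubated 30-36 h at 37C. ONE-Glo luminescence was read; sodium butyrate at 4.5 mM final served as control.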
Epigenetic derep – epigenetic control regulation, reporter derepression; Potency, µM (doses to about 53.9 µM), without a hit: at the top dose GFP activation, hits mostly activators; AID 1865; 280,000 compounds, 0.2% hits; murine LDR cells, GFP reporter derepression, 30 h; also: % of control where 0% means no effect; nearly all actives have a fitted effect of over 60% in size
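Murine LDR cells carrying a silenced, genomically integrated CMV-driven GFP reporter were exposed to compound for 30 hours at 37 C. After PBS washes, GFP-positive cells (20–120 um objects) were counted by laser-scanning microplate cytometry.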
* = called active by the depositor; i = inactive; ? = inconclusive; · = no result given; & = joins results of further samples; [ ] = another dose, or the depositor's remark. Unless noted, calls follow the shape of the dose curve; as a rule, active = well fitted curve in the direction sought with a large enough effect; inconclusive = small, poorly fitted or top-dose-only effect, or another doubt; inactive = no such curve, though single readings can be large; an effect the other way counts as inactive or inconclusive. Potency is read from the fitted curve at half-maximal effect. The list is partial (hit frequency here may not be typical).

SMILES | JMJD2E inh | NPSR antag | IMPase Li cell | Luc counter | GoLoco inh red | RECQ1 inh | SMN2 splice up | Epigenetic derep
CCSC1=C(C#N)C(c2ccc3c(c2)OCO3)C2=C(CCCC2=O)N1 (stereo unspecified) | 7.0% | -4.8%[46.1 µM] | 11.4%[38.3 µM] | 4.7% | -14.8% | -9.9% | -28.7% | 3.0%
CN(C)S(=O)(=O)c1cccc(NC(=O)COC(=O)c2ccc3c(c2)OCO3)c1 | -8.5% | 0.3% | -0.3% | -1.6% | -0.3% | -3.2% | 9.1% | -0.8%
CCOC(=O)C1CCN(C(=O)CC2C(=O)N(Cc3ccccc3)C(C)c3nc4ccccc4n32)CC1 (stereo unspecified) | 2.9% | -6.0%[46.1 µM] | -1.8%[38.3 µM] | -1.6% | -0.3% | i | -9.5% | -8.6%
Oc1ccc(-c2nc(-c3ccc(F)cc3)c(-c3ccncc3)[nH]2)cc1 | ? | -9.3%[46.1 µM] | 1.7%&-1.4%&8.2%&7.3% | -3.0%&1.0% | -6.6%&0.0%&-2.0%&-5.3% | -11.9%&11.0%&-7.5% | -18.9%&-4.0%&-12.6% | -0.2%&0.8%&1.1%&1.5%
O=C(NCc1ccco1)C(c1ccc(F)cc1)N(CC1CCCO1)C(=O)Cn1nnc2ccccc21 (stereo unspecified) | 1.4% | -6.1%[46.1 µM] | 43.0%[activator][38.3 µM] | 1.0% | -16.0% | 1.2% | ? | 0.0%
COc1ccc(/C=N/Nc2nc(N3CCCCC3)nc(N3CCCCC3)n2)cc1[N+](=O)[O-] | 2.0% | -25.0% | 22.6% | 0.2% | 3.9% | -13.8% | -8.6% | 2.3%
Cc1ccc2c(Cl)cc(Cl)c(OCC(=O)O)c2n1 | ? | -13.5% | -1.2% | 1.4% | 8.1% | i | -1.8% | -3.4%
CCN(CC)CCN1C(=O)C(=O)/C(=C(/O)c2c(C)[nH]c(C(=O)OC)c2C)C1c1ccc(OC)cc1 (stereo unspecified) | -7.1% | 1.0%[7.67 µM] | -11.7%[38.3 µM] | -2.4% | 4.3% | -6.1% | -3.5% | -1.2%
O=C(C1=C[C@@H](c2coc3ccccc3c2=O)C[C@@H](OCc2ccc(CO)cc2)O1)N1CCN(Cc2ccccc2)CC1 | -7.9% | 50.7% | -3.9% | · | 2.3% | -3.3% | · | 0.0%
CCC(=O)N/N=C/c1ccc(OS(=O)(=O)c2ccccc2)cc1 | 4.1% | 4.5% | 2.5% | -0.6% | -1.0% | -0.6% | ? | -0.9%
COc1ccc(CN(CC2CCC(C(=O)O)CC2)C(=S)Nc2cc(C)cc(C)c2)cc1 (stereo unspecified) | -0.2% | -46.2% | -2.1% | · | 3.4% | -16.5% | · | -0.4%
O=C(N/N=C1\C2CN3CCN(C2)CC1(c1ccccc1)C3)c1ccc(F)cc1 | 9.9% | 15.0% | -3.0% | -4.8% | 8.7% | -1.4% | ? | -1.8%
Nc1c(-c2ccc(Cl)cc2)cnn1-c1cccc([N+](=O)[O-])c1 | 4.1% | -24.1%[46.1 µM] | 12.4%[38.3 µM] | -8.6% | 2.5% | -19.4% | -4.5% | 1.4%
CCOC(=O)c1cnn(-c2ccc(Cl)cc2)c1C1CCN(C(=O)OC(C)(C)C)CC1 | -4.7% | ? | 45.2%[activator][38.3 µM] | 2.0% | -7.0% | 0.5% | ? | -5.4%
O=c1c2ccccc2nc(SCc2ccccc2)n1Cc1ccco1 | 4.3% | -51.6%[46.1 µM] | 10.8%[38.3 µM] | -2.9% | 22.1% | -8.1% | -26.4% | 5.0%
COC(=O)[C@H](CCSC)NC(=O)Nc1ccc(C)c(C)c1 | 1.4% | -7.8%[46.1 µM] | 4.4%[38.3 µM] | 0.5% | 1.5% | 13.7% | -0.6% | 0.8%
Cn1c(C(=O)O)cnc1Sc1ncc(C(F)(F)F)cc1Cl | -5.4% | 15.9% | -8.0% | 5.2% | 0.1% | i | 4.9% | -4.5%
Cc1cccc(C)c1NC(=S)NC1CCCCC1 | 10.7% | -8.1%[46.1 µM] | · | · | · | -2.7% | · | 0.0%
CC1=C(C(=O)Nc2ccccc2C)C(c2ccc(C)o2)n2c(s/c(=C/c3ccccc3)c2=O)=N1 (stereo unspecified) | -5.3% | -14.9%[46.1 µM] | 31.2%[38.3 µM] | -0.5% | 19.7% | -14.5% | -19.2% | 16.4%
CC(C)[C@H](NC(=O)[C@@H]1CSCN1C(=O)OC(C)(C)C)C(=O)NCC1CCC(C(=O)O)CC1 (stereo partly specified) | 6.3%&9.5% | -0.1%[46.1 µM] | 18.8%[38.3 µM] | 2.8% | 8.9%&6.5% | -3.4% | -11.2% | 0.9%&-0.1%
Nc1cc(N)nc(SCCN2CCCCC2)n1 | 0.9% | 5.7%[46.1 µM] | 5.0%[38.3 µM] | -4.8% | -11.5% | -1.3% | -22.5% | 0.6%
CC(=O)Nc1ccc(Nc2nc(C)c([N+](=O)[O-])c(Nc3ccc(NC(C)=O)cc3)n2)cc1 | 2.2% | 10.2% | -3.0% | 2.3% | 4.9% | -16.8% | ? | -1.6%
CC(=O)c1cccc(S(=O)(=O)N(CCCO)Cc2cc3ccc(C)cc3[nH]c2=O)c1 | -3.8% | -16.1%[46.1 µM] | -8.9%[38.3 µM] | -0.2% | -1.5% | i | -10.5% | -1.0%
CC(c1cccs1)N(Cc1ccco1)C(=S)Nc1ccc(F)c(Cl)c1 (stereo unspecified) | -4.3% | -53.0% | 10.0% | 10.2% | 5.0% | -7.7% | -42.5%[inhibitor] | 2.2%
Cc1cc(NC(=O)COC(=O)COc2cccc3c2OC(C)(C)C3)no1 | 3.6% | -1.8%[46.1 µM] | -3.3%[38.3 µM] | -5.3% | 0.0% | -6.9% | -10.9% | -1.1%
SMILES | JMJD2E inh | NPSR antag | IMPase Li cell | Luc counter | GoLoco inh red | RECQ1 inh | SMN2 splice up | Epigenetic derep
Cc1nc(N/N=C/c2ccccc2)nc(N(C)c2ccccc2)c1[N+](=O)[O-] | 5.6% | -7.2%[46.1 µM] | -3.2%[38.3 µM] | -0.1% | 1.8% | 1.0% | -7.3% | -1.1%
Cc1ccc(/C=N/NC(=O)c2ccccn2)o1 | -11.7% | 16.7% | 0.3% | -11.0% | 1.8% | 2.6% | ? | 2.0%
COC(=O)c1ccccc1NC(=O)C12CC3CC(C1)CC(n1cnc(Cl)n1)(C3)C2 | -23.5% | -26.8%[46.1 µM] | 15.1% | -0.2% | -4.0% | -2.1% | -53.0%[inhibitor] | -1.0%
Cc1ccccc1N(C(=O)Cn1nnc2ccccc21)C(C(=O)NCc1ccco1)c1ccncc1 (stereo unspecified) | -7.6% | -15.5%[46.1 µM] | -8.2%[38.3 µM] | 1.8% | 2.3% | -2.2% | 11.4% | 0.0%
Cc1nnn(C23CC4CC(CC(CC(=O)Nc5ccc(C)c(Cl)c5)(C4)C2)C3)n1 | -5.8% | -40.2% | 12.9% | -0.6% | 1.3% | -5.0% | -22.3% | -1.1%
O=C1CCC/C(=N/NC(=O)c2ccc(CN3c4cccc5cccc(c45)S3(=O)=O)cc2)C1 | ? | 13.9% | -13.2% | -1.8% | 22.5% | -14.6% | -13.0% | -3.0%
O=C(NCC1CCCO1)c1ccccc1-c1nc(-c2ccc(Cl)cc2)no1 (stereo unspecified) | 6.1% | -16.8%[46.1 µM] | -1.3% | 2.2% | 0.7% | -2.3% | -4.3% | 0.0%
Cc1c2cnn(-c3ccccc3)c(=O)c2c(C)n1CCCC(=O)N1CCN(C2CCCCC2)CC1 | -7.5% | -7.4% | · | · | 7.0% | 9.9% | · | 3.2%
CCC1(C(=O)c2ccccc2)C(c2ccc([N+](=O)[O-])cc2)C1(C(=O)OC)C(=O)OC (stereo unspecified) | -3.0% | -14.3% | 9.7% | -4.2% | 7.8% | -13.9% | -25.3% | 0.0%
Cc1ccc(C(=O)O)cc1NC(=O)C1CCCN1S(=O)(=O)c1cccc2nsnc12 (stereo unspecified) | -5.0% | -8.4%[46.1 µM] | -6.4%[38.3 µM] | 2.7% | 3.7% | -2.8% | 5.0% | -0.1%
CSc1nc(Sc2ccc(Cl)cc2)c2ccccc2n1 | ? | -5.3%[46.1 µM] | -1.2%[38.3 µM] | 0.9% | 6.0% | -13.7% | -19.8% | -2.2%
COc1ccc(C/C(N)=N/OC(=O)c2ccco2)cc1OC | 0.7% | -4.7% | 11.2% | -0.9% | -1.8% | i | · | 0.0%
Cc1ccc(C)c(S(=O)(=O)N/N=C/c2ccc(N3CCOCC3)cc2)c1 | -20.3% | -8.7% | · | · | 12.5% | i | · | -1.0%
COCc1ccc(CN2CCC(CO)(CC3CCCCO3)CC2)o1 (stereo unspecified) | -2.3% | -17.8% | 3.1% | -2.5% | 11.4% | -0.4% | · | -1.1%
CCOC(=O)c1c(C)oc2c1c(C=NCCO)c(O)c1ccccc12 | 1.8% | -12.7% | 15.3% | 1.4% | -12.8% | i | -18.3% | -1.8%
O=C(C1CCCN1C(=O)c1cccs1)N1CCN(Cc2ccc3c(c2)OCO3)CC1 (stereo unspecified) | -4.0% | -8.4%[46.1 µM] | -9.9%[38.3 µM] | -0.8% | -9.6% | -8.4% | -1.3% | -0.7%
O=C(c1ccccn1)C1CCCN(Cc2cn[nH]c2-c2cc3ccccc3o2)C1 (stereo unspecified) | -7.0% | 0.1% | · | · | -9.6% | i | · | 3.2%
O=C(O)c1ccccc1SC1CC(=O)N(C2CCCCC2)C1=O (stereo unspecified) | -5.5% | 2.8%[46.1 µM] | 8.2% | 2.0% | -17.9% | -5.3% | 20.5% | -1.0%
Fc1ccc(NC(=S)Nc2ccc(Br)cc2)cc1 | 4.6% | -10.3% | 0.7% | -1.7% | 8.5% | -0.7% | -44.2%[inhibitor] | 0.0%
Cc1cccc(C)c1OCCNC(=O)CCC(=O)c1ccccc1 | 21.9% | 14.1% | -1.6% | 3.1% | -1.4% | -12.2% | 6.2% | -3.2%
